PAFAH1B2 inh: PAFAH1B2 enzyme inhibitors, primary screen, biochemical, fluorescence polarization, human; AID 492953, 2010; 340,000 compounds, 1.2% hits; inhibition, % at 3.39 µM; recombinant PAFAH1B2, FP-rhodamine activity probe; Platelet-activating factor acetylhydrolase IB subunit alpha2 (Homo sapiens), P68402;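 active = inhibition above the mean of all tested compounds plus 3 SD, cut at about 24% in these data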;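 note: 0% = enzyme with DMSO and 100% = wells lacking PAFAH1B2; many of its hits are not listed in these tables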
Target sequence (P68402 whole entry, looked up): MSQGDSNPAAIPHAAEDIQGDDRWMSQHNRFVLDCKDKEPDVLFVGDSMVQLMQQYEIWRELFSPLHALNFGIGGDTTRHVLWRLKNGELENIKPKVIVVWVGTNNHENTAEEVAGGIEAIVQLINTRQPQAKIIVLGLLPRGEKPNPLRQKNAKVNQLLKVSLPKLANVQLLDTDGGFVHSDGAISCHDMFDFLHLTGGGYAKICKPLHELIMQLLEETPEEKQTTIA
LYPLA2 counter: LYPLA2 inhibitors, primary screen, counter-screen for PME1 inhibitor project, biochemical, fluorescence polarization, FP-Rh probe ABPP | Acyl-protein thioesterase 2 (Homo sapiens), O95372 | recombinant LYPLA2 | inhibition, % at 5.9 µM | 320,000 compounds, 0.38% hits | AID 2177, 2009;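 active = inhibition above the screen-wide mean plus 3 SD, limit set per campaign, cut at about 26% in these data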;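 note: 0% = LYPLA2 with DMSO and 100% = wells lacking LYPLA2 enzyme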
Target sequence (O95372 whole entry, looked up): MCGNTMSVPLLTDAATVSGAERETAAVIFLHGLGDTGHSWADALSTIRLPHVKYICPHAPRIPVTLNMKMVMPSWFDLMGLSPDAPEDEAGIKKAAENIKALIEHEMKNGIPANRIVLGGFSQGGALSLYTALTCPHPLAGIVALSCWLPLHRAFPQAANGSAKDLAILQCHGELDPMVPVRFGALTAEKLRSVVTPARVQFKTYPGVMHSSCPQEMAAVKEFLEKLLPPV
EBNA-1 inhibitor: EBNA-1 DNA-binding inhibitors, primary screen, biochemical, fluorescence polarization | inhibition, % at 14.8 µM | 300,000 compounds, 0.34% hits | AID 1950, 2009; in the data active = inhibition above about 28%
PAFAH1B3 inh: PAFAH1B3 enzyme inhibitors, primary screen, biochemical, fluorescence polarization, human. recombinant PAFAH1B3, FP-rhodamine probe. 340,000 compounds, 0.28% hits. inhibition, % at 3.39 µM. Platelet-activating factor acetylhydrolase IB subunit alpha1 (Homo sapiens), Q15102;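 active = inhibition above the screen-wide average of all tested compounds plus 3 SD, cut at about 25% in these data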;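 note: 0% = enzyme with DMSO only and 100% = wells lacking PAFAH1B3 protein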
Target sequence (Q15102 whole entry, looked up): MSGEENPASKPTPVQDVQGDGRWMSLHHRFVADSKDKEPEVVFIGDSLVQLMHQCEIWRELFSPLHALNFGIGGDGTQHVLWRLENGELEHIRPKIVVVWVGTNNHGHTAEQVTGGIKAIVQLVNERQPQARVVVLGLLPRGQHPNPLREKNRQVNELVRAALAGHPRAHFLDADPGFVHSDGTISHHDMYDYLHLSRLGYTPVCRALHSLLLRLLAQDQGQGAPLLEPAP
pPAFAH inh: pPAFAH enzyme inhibitors, primary screen, biochemical, fluorescence polarization, human; Platelet-activating factor acetylhydrolase (Homo sapiens), Q13093; recombinant pPAFAH, FP-rhodamine probe fluorescence polarization; inhibition, % at 3.39 µM; 330,000 compounds, 1.5% hits;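 active = inhibition above the mean inhibition across the screen plus 3 SD, cut at about 25% in these data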;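 note: inhibitors block binding of the rhodamine activity-based probe so polarization drops; 0% = enzyme with DMSO and 100% = wells lacking pPAFAH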
PAFAH2 FP inh: PAFAH2 enzyme inhibitors, primary screen, biochemical, fluorescence polarization, human. inhibition, % at 3.39 µM. recombinant PAFAH2, FP-rhodamine activity probe. 340,000 compounds, 0.99% hits;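 active = inhibition above the mean over all tested compounds plus 3 SD, cut at about 30% in these data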;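 note: inhibitors block probe labeling of enzyme so polarization drops; 0% = enzyme with DMSO and 100% = wells lacking PAFAH2 protein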
LYPLA1 counter: LYPLA1 inhibitors, primary screen, counter-screen for PME1 inhibitor project, biochemical, fluorescence polarization, FP-Rh probe ABPP; Acyl-protein thioesterase 1 (Homo sapiens), O75608; AID 2174, 2009; 320,000 compounds, 0.16% hits; inhibition, % at 5.9 µM; recombinant LYPLA1;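 active = inhibition above the mean of all tested compounds plus 3 SD, set per campaign, cut at about 14% in these data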;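 note: inhibitors block serine hydrolase probe labeling of LYPLA1 so polarization falls; 0% = enzyme with DMSO and 100% = wells lacking LYPLA1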
ZTA DNA inh: ZTA (EBV) inhibition in EBNA-1 counter-screen; 320,000 compounds, 0.15% hits; P03206; inhibition, % at 11 µM; ZTA-DNA binding, fluorescence polarization; in the data active = inhibition above about 33%
Target sequence (P03206 whole entry, looked up): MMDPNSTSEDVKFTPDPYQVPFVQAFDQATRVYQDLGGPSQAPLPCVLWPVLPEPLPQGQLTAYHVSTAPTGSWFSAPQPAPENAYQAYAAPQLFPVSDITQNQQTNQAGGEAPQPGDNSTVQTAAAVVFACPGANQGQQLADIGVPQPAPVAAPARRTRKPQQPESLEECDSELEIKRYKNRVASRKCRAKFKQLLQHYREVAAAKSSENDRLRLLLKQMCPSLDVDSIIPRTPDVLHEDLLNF
PREPL inh: PREPL enzyme inhibitors, primary screen, biochemical, fluorescence polarization; recombinant PREPL, fluorescence polarization activity-based probe; Prolyl endopeptidase-like (Homo sapiens), Q4J6C6; 320,000 compounds, 0.68% hits; inhibition, % at 5.96 µM; in the data active = inhibition above about 43%;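 note: 0% = enzyme with DMSO and 100% = wells lacking enzyme; many of its hits are not listed in these tables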
Active calls of the source: *; . = no result given.

The line under a structure holds: PAFAH1B2 inh	LYPLA2 counter	EBNA-1 inhibitor	PAFAH1B3 inh	pPAFAH inh	PAFAH2 FP inh	LYPLA1 counter	ZTA DNA inh	PREPL inh
FC(F)(F)c1cc(C(F)(F)F)n2nc(-c3sccc3-n3cccc3)cc2n1
  -2.2	-2.9	6.0	6.5	3.2	-6.2	4.1	14.5	-5.6
CCC(C)C(=O)OCC1(c2ccc(C)cc2OC(=O)C(C)C)CO1 (configuration not stated)
  7.4	6.2	3.4	13.2	4.1	-1.5	1.7	4.6	18.5
Nc1nc(NC(=O)c2ccccc2)nn1-c1ccccc1
  1.2	-1.2	5.1	-4.7	-1.6	-4.4	-0.7	-1.4	9.1
COc1cccc(NC(=O)Nc2nnc(Cc3ccc(F)cc3)s2)c1
  1.4	-0.7	-4.6	3.9	0.3	-4.5	-3.5	-6.9	-13.8
Fc1ccc(N/N=C2/CCSc3sccc32)c(F)c1
  -4.5	1.1	4.6	-8.4	6.2	2.1	2.5	-4.7	-5.0
CCCCS(=O)(=O)N1CCCC(C(=O)N2CCOCC2)C1 (configuration not stated)
  -1.5	-0.6	-2.8	3.7	0.3	-2.8	1.5	-10.7	-0.8
Cc1cc(C)c2[nH]c(O)c(N=NC(=S)NCC3CCCO3)c2c1 (configuration not stated)
  4.0	4.7	1.8	5.7	9.8	-1.2	2.8	-3.7	4.2
COc1ccc(CC(=O)NCCN2CCOCC2)cc1
  3.9	1.0	-31.8	11.7	-2.1	-1.6	0.4	-2.8	4.3
CCOc1ccc(C2C(C(=O)c3ccco3)=C(O)C(=O)N2CCCn2ccnc2)cc1OC (configuration not stated)
  0.9	-1.6	-10.4	-1.4	3.9	2.8	-2.3	9.9	3.7
O=C(Nc1cccnc1)c1ccc(COc2cc(Cl)ccc2Cl)o1
  11.8	-16.0	-5.0	-0.9	-7.3	-8.0	-12.5	-8.1	-34.6
O=C(COc1ccccc1)Nc1nnc(S(=O)(=O)N2CCCCC2)s1
  10.7	6.0	3.8	14.7	7.6	2.7	1.0	-16.4	8.3
O=C1CC(NS(=O)(=O)c2cccs2)CN1c1ccccc1 (configuration not stated)
  -3.6	0.1	-0.8	1.6	5.9	7.6	-2.6	-3.4	3.6
Cc1nc(N2CCOCC2)c2c(C)c(C(=O)Nc3ccc(F)cc3F)sc2n1
  -1.4	-2.9	-6.9	11.6	-4.3	3.5	1.9	-0.1	5.5
CCCCOc1ccc(C(=O)NCC(=O)NCCCn2nc(C)cc2C)cc1
  0.8	4.8	.	6.9	0.1	-0.1	3.1	7.6	0.2
CCOC(=O)c1cc(C(C)=O)c(=O)n(C)c1N
  -2.6	4.6	-4.5	-3.0	6.0	4.0	0.9	-3.2	-1.8
CCN(CC)CC#CC(OC)(c1ccccc1)c1ccccc1
  0.7	8.2	-1.6	-2.0	5.8	1.7	0.6	-8.5	4.5
CCC1CCCCN1C(=O)COC(=O)CN(C)S(=O)(=O)c1ccc(NC(C)=O)cc1 (configuration not stated)
  7.6	-1.0	-1.7	2.9	0.2	-0.6	0.3	3.0	-2.6
O=C(O)c1ccc(OCCCCCCOC2CCCCO2)cc1 (configuration not stated)
  6.3	1.4	4.3	9.1	7.7	-1.1	-0.6	1.9	-1.3
CC(C)(C)C(=O)Nc1ccc(C(=O)Nc2cc(NC(=O)c3ccc(NC(=O)C(C)(C)C)cc3)cc(C(=O)O)c2)cc1
  -1.6	-4.7	5.2	-4.2	-21.1	-12.5	-7.5	2.8	-5.2
CSc1cccc(NC(C)C(=O)NCc2ccccc2)c1 (configuration not stated)
  3.9	5.8	-7.0	6.2	1.2	5.9	2.9	-21.2	-7.2
O=S1(=O)CCOC[C@H](CC2CCCCC2)N1Cc1ccccc1F
  16.3	-0.1	1.2	11.8	-0.5	7.8	-5.2	-21.8	12.9
COc1ccc(/C=C/C(=O)NCC(=O)N/N=C/c2cccnc2)cc1
  8.0	-5.0	6.6	1.9	3.2	4.6	-1.8	5.8	-1.7
COc1ccc(CCN2CC(C(=O)NCC(c3ccccc3)N(C)C)CC2=O)cc1OC (configuration not stated)
  -0.1	.	.	5.1	3.0	0.0	.	.	16.4
Cc1ccc(-n2c3c(cc(C(=O)NC4CCSC4=O)c2=O)C(=O)CC(C)(C)C3)cc1 (configuration not stated)
  4.9	-1.9	-14.1	0.8	5.4	3.9	-0.5	5.6	4.8
CCOc1ccc(S(=O)(=O)NC2CCCC2)cc1
  2.5	3.2	0.1	4.0	3.7	-6.2	0.5	-4.3	5.6
O=C(Nc1cc(Cl)cc(Cl)c1)C(NCCO)c1ccccc1 (configuration not stated)
  1.1	-1.1	-3.0	0.1	-0.8	-0.1	-0.2	-1.9	-3.0
Oc1ccc(-c2csc(Nc3ncccn3)n2)cc1
  -1.4	-4.3	2.7	9.4	2.8	0.8	1.3	2.5	-5.2
COc1ccc([N+](=O)[O-])cc1C(=O)NC1CCN(Cc2ccccc2)CC1
  .	6.0	1.7	.	4.2	.	-1.0	-10.0	8.1
Cc1cc(C)cc(NC(=O)Nc2ccc(N3CCCCC3)cc2)c1
  .	0.7	-4.8	.	5.4	.	-0.8	-3.7	-6.0
Cc1nc2ccc(S(=O)(=O)NCC(=O)NCc3ccc(Cl)cc3)cc2s1
  25.2*	-8.4	-0.7	1.7	-1.9	2.5	-2.9	5.1	-14.1
O=C(NCCOc1ccc(F)cc1)C1CCN(S(=O)(=O)c2ccccc2)CC1
  1.3	2.9	0.1	6.6	3.1	0.1	0.9	-3.9	1.4
COC(=O)c1sc(N)c(C(=O)OC)c1COC(=O)c1c(C)noc1C
  -1.1	9.1	6.8	7.1	4.8	-1.9	-2.1	-16.9	1.0
Cc1cc(C)n(C(C)CNC(=O)c2ccc3c(c2)OCO3)n1 (configuration not stated)
  6.5	-3.1	-12.4	3.8	1.6	-3.6	2.8	-21.7	-2.5
CCOc1ccc(/C=C2\SC(=S)N(NS(=O)(=O)c3ccccc3)C2=O)cc1OC
  4.1	2.3	8.2	6.1	6.5	2.4	-2.5	11.2	-6.1
CCOc1ccccc1NS(=O)(=O)c1ccc(-n2cccn2)cc1
  2.4	2.1	-7.4	7.8	-1.1	-2.5	-2.2	-14.1	4.6
Cc1ccn2c(=O)c(NC(=O)c3cccs3)c(C)nc2c1
  -1.9	-1.9	-6.1	-2.2	0.8	2.2	4.0	-5.2	15.2
CCCCCC1CCC(C(=O)N2CCOCC2)CC1 (configuration not stated)
  9.3	3.5	-0.9	4.8	8.9	7.5	0.6	-8.1	-0.5
CCOC(=O)C1(Cc2ccccc2)CCCN(Cc2cnn(CC)c2)C1 (configuration not stated)
  -4.2	-1.7	1.1	5.5	5.4	3.2	-0.4	3.8	12.7
O=C1COc2ccc(S(=O)(=O)NCc3ccccc3)cc2N1
  3.7	2.2	-10.9	9.2	1.8	6.8	3.9	3.5	4.9
CSc1ccccc1NC(=O)COC(=O)c1ccc(O)cc1
  1.8	-0.8	-2.5	8.7	15.6	54.1*	0.6	2.5	-7.1
Cc1ccc(C(=O)CSc2nnc(COc3ccc(C#N)cc3)n2-c2ccccc2)cc1
  -0.4	0.1	9.3	6.3	0.9	1.0	-0.5	0.0	-1.6
Cc1cc(C(=O)N2CCN(c3ncccn3)CC2)sc1-c1ccccc1
  1.3	0.5	6.3	-1.2	1.7	1.0	-1.2	13.1	2.9
CCc1ccccc1NC(=O)COc1ccc(N2CC(C(N)=O)CC2=O)cc1 (configuration not stated)
  4.7	-2.0	-4.6	6.3	6.2	5.3	-1.6	4.1	-7.8
CCCC(=O)c1ccc(N2CCC(C)CC2)c(F)c1
  -3.8	5.7	3.0	6.4	3.5	5.0	-4.2	-14.3	-5.5
Nn1cc(-c2ccccc2)nc1SCC(=O)Nc1cccc(S(N)(=O)=O)c1
  2.8	-2.0	-5.7	-4.2	2.3	-2.4	1.8	3.2	-5.2
Cc1ccc(C)c(C(=O)CN2Cc3ccccc3C2=O)c1
  2.1	13.2	7.3	2.7	0.8	-3.2	0.3	13.4	4.5
COC(=O)c1ccc(C)c(NC(=O)CCSc2ccccc2)c1
  6.0	3.4	-1.5	5.4	1.1	2.4	-0.7	-22.4	-9.9
CC(=O)c1cc2c(cc1NC(=O)C1CC=CCC1C(=O)O)OCO2 (configuration not stated)
  -0.5	-0.4	8.8	0.6	-0.6	8.3	-3.5	-3.5	-6.8
CC1CCN(c2nc3c(c(=O)n(C)c(=O)n3C)n2CCSc2nc3ccccc3s2)CC1
  7.5	-7.3	-6.0	1.6	-2.5	4.6	1.1	6.8	17.6
CCOc1c2ccc(C(=O)NCCc3ccc(C)cc3)cc2nn1CC
  5.6	11.7	8.8	2.4	10.9	-5.9	-3.1	7.8	17.4
Cc1ccc(S(=O)(=O)N2CCC3(CC2)OCCN3S(=O)(=O)c2cccs2)cc1
  22.7	5.7	9.4	1.9	2.3	6.4	-2.1	8.2	6.5
COc1ccc(NCc2ccsc2)cc1
  -1.5	1.2	7.0	4.1	2.2	-0.9	0.2	-5.9	0.0
CCC(=O)N(C)CCc1cc2c(c(OC)c1/C=N/NS(=O)(=O)c1ccc(C)cc1)OCO2
  2.5	-2.6	4.6	5.8	5.8	1.7	-2.4	9.7	7.6
COc1ccc(S(=O)(=O)NC2CCCCC2)cc1C
  1.5	-2.0	-1.4	5.9	7.6	3.9	0.7	-11.1	-5.1
Cc1cc2ncn(CCOc3ccccc3C#N)c2cc1C
  -2.2	4.6	-5.7	1.7	-4.9	0.3	-0.8	-5.9	-7.2
CCn1c(C)nc([N+](=O)[O-])c1C(=O)O
  1.3	-1.9	-18.1	0.4	-0.9	-1.7	1.4	-8.2	-4.2
CC(C)(C)CC(=O)N[C@@H](Cc1ccccc1)c1nc2ccccc2[nH]1
  6.2	2.3	1.9	17.3	6.3	5.0	-2.6	-0.8	3.3
COC(=O)c1cc(NC(=O)Cc2coc3cc(OC)ccc23)cc(C(=O)OC)c1
  -11.7	-27.7	4.2	0.9	-3.0	-29.8	-21.2	-8.4	1.8
CC1CCc2c(sc(NC(=O)CSc3ncnc4c3cnn4-c3ccccc3Cl)c2C#N)C1 (configuration not stated)
  3.4	-2.4	-12.8	-0.3	1.4	0.6	-1.3	-21.1	-5.2
CCOc1ccc2nc(SC3CC(=O)N(c4ccc(OC)cc4OC)C3=O)sc2c1 (configuration not stated)
  -1.5	3.1	5.8	6.7	0.0	-15.4	-0.2	-3.8	8.0
CC(=O)N1c2ccc(S(=O)(=O)NCCC(=O)Nc3ccc(C)cn3)cc2CC1C (configuration not stated)
  -3.5	1.5	-3.8	10.1	4.0	-3.0	0.7	7.2	7.0

Screening data from PubChem BioAssay.

A portion of the library (hit frequency here may not be typical).
